EBI2 block: blocks human EBI2 receptor beta-arrestin signaling. 360,000 tested, 0.81% active. EBI2 beta-arrestin recruitment, luminescence, 7a,25-OHC stimulated. inhibition, % at 5 µM. AID 651636. P32249; in the data active means inhibition above about 38%;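 further: enzyme fragment complementation signal reports receptor beta-arrestin coupling in cells; 0% = agonist plus DMSO wells and 100% = wells without agonist; some results beyond the cut were filed as inactive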
Target sequence (P32249 whole entry, looked up, the tested form may be a part): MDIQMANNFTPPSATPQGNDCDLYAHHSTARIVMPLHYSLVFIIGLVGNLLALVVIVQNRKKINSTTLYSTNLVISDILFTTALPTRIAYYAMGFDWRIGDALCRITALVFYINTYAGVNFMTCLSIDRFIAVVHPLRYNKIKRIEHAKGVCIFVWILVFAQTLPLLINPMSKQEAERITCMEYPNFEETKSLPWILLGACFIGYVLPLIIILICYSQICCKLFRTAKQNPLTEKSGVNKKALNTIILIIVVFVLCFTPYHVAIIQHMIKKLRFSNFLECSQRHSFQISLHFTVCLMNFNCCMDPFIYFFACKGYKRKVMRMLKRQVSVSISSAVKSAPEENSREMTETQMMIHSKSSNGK
APJ antagonist: antagonists of human APJ apelin receptor; AID 2521; CHO-K1 APJ beta-arrestin complementation, luminescence; inhibition, % at 20 µM; 330,000 tested, 0.32% active; P35414;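 active means inhibition above about 40% at 20 µM, limit read from the data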;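 further: cells challenged with 10 nM apelin-13 agonist together with compound; plate controls were apelin-13 plus DMSO wells for no effect and DMSO wells lacking apelin-13 for full effect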
Target sequence (P35414 whole entry, looked up): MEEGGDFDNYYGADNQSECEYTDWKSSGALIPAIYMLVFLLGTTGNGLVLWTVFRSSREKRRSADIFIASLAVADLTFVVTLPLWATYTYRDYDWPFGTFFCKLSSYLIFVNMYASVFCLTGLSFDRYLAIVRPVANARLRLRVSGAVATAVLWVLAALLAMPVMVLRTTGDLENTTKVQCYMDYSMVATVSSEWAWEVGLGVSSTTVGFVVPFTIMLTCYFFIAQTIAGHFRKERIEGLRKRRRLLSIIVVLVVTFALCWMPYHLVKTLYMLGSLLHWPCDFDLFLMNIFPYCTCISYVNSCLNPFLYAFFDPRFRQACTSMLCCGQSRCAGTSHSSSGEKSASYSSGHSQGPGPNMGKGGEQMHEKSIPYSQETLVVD
UPR CHOP act: apoptotic UPR (CHOP) activation. activation, % at 10 µM. CHO-CHOP luciferase reporter, luminescence; percent of tunicamycin response over DMSO baseline. AID 449763. 330,000 tested, 0.34% active;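 active means at 10 µM dose, activation of 40% or more, normalized to positive control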;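 further: 100% = tunicamycin at 10 µg/mL and 0% = DMSO alone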
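Dosing – one dose, 10 µM in 0.5% DMSO · System – CHO-CHOP cells, stable luciferase reporter of PERK-eIF2a-CHOP signalling · Input – 500 cells/well · Control set – tunicamycin 10 µg/mL final as positive, DMSO-only wells as negative · Timing – 6 h compound treatment, 37 °C · Measure – % activation vs tunicamycin · Technique – luminescence read with Steady-Glo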
XBP1 UPR activ: adaptive UPR (XBP1) activation; 330,000 tested, 0.33% active; CHO-XBP1 luciferase reporter, IRE1-XBP1 UPR activation, luminescence; percent of tunicamycin response, DMSO as zero; activation, % at 20 µM; AID 463104;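 active means versus positive control, 20 µM dose yields 30% or more activation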;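 further: 100% = tunicamycin at 10 µg/mL and 0% = DMSO only wells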
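Material – CHO cell line with stable XBP1 luciferase reporter · Buffer or medium – F12 plus 10% FBS · Compound – single point, 20 µM final compound, 1% DMSO · Schedule – 16-18 h cell attachment at 37 °C, then 6 h compound exposure · Signal – Steady-Glo luminescence read · Benchmarks – high control tunicamycin 10 µg/mL final, low control DMSO vehicle only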
Mdm2 MdmX PPI: inhibitors of human Mdm2/MdmX interaction. O15151+Q00987. SaOS-2 split-luciferase Mdm2/MdmX complementation, luminescence. inhibition, % at 8 µM. 330,000 tested, 3% active;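 active means inhibition of at least 50% at 8 µM in the primary screen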
tim23-1 inh: growth inhibitors of tim23-1 mutant yeast. S. cerevisiae tim23-1 growth, BacTiter-Glo luminescence, 24 h. inhibition, % at 20 µM. 330,000 tested, 1.3% active;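 active means growth inhibition of the mutant yeast at or above 50%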;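 further: temperature-sensitive mutant grown at 25 °C; plate controls were DMSO-treated mutant yeast for no effect and medium wells lacking yeast for full effect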
APJ agonist: APJ receptor agonism. 330,000 tested, 0.11% active. activation, % at 20 µM. P35414. CHO-K1 APJ PathHunter beta-arrestin, luminescence; 0% DMSO wells, 100% apelin;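 active means activation more than six SD over the plate average, tested at 20 µM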;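 further: 0% = DMSO alone and 100% = apelin-13 at 10 nM; some results filed as inactive read as strong as hits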
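Assay system: CHO-K1 APJ beta-arrestin complementation cell line / Compound: single test compound dose, 20 µM final, 1% DMSO / Times: overnight seeding, 90 min compound at 25 °C, 1 h detection / Technique: beta-gal luminescence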
CXCR6 block: CXCR6 (human) receptor inhibition; 360,000 tested, 0.36% active; CHO-K1 PathHunter CXCR6 beta-arrestin, luminescence; inhibition, % at 20 µM; in the data active means inhibition above about 34%, passing the limit was not always enough;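 further: antagonist mode with CXCL16 agonist at 10 nM final; 0% = 10 nM CXCL16 with DMSO and 100% = unstimulated wells without agonist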
Target sequence (O00574 whole entry, looked up): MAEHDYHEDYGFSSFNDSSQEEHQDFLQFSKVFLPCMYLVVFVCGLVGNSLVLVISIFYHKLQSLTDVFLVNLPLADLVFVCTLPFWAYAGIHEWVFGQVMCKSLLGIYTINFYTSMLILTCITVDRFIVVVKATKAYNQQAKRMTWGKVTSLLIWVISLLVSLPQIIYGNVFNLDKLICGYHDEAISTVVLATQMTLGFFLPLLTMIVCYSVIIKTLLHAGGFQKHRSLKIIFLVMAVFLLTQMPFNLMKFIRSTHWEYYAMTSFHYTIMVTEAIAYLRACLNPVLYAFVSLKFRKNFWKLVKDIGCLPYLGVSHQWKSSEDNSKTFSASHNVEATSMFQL
CCR6 antagonist: CCR6 (human) receptor antagonism; P51684; CHO-K1 CCR6 PathHunter beta-arrestin, luminescence, CCL20-stimulated; inhibition, % at 20 µM; 340,000 tested, 0.49% active; AID 493098;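 active means compounds whose inhibition of the agonist-driven luminescence signal at 20 µM reaches about 50%, limit read from the data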;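 further: cells stimulated with CCL20 at 14 nM final; plate controls were DMSO with CCL20 for no effect and DMSO without agonist for full effect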
* hit, by the source's call; x = not tested or not shown. Some of the compounds tested; count on the stated rates, not on these rows.

SMILES	EBI2 block	APJ antagonist	UPR CHOP act	XBP1 UPR activ	Mdm2 MdmX PPI	tim23-1 inh	APJ agonist	CXCR6 block	CCR6 antagonist
COc1cc2c(cc1OC)/C(=C/C(=O)c1ccccc1)NCC2	3	-1	0.2	14	-3	35	-1	6	7
COCCCNCCOCCOc1c(OC)cccc1OC	-3	8	-1.6	-2	-4	-11	-3	1	2
CCN(Cc1ccccc1)C(c1cccc(C#N)c1)c1nnnn1C(C)(C)C (stereo unspecified)	15	9	-1.8	-1	-4	24	-7	12	19
CC(=O)c1cc2c(cc1NC(=O)CCCC(=O)O)OCO2	-3	13	-1.3	2	22	-3	-5	6	-10
COc1cc2[nH]c(=O)c(C(=O)NCc3ccc(F)cc3)c(O)c2cc1OC	-4	-5	-1.5	-3	48	-10	1	0	4
CC(Oc1ccc(F)cc1Br)c1nc2ccccc2c(=O)[nH]1 (stereo unspecified)	-17	14	4.5	-1	-19	26	0	1	6
c1cc(C(c2nnnn2C2CCCC2)N2CCOCC2)ccn1 (stereo unspecified)	-3	-3	-1.1	-3	10	-3	-4	4	8
O=C(Cn1c(=O)c2cccn2c2ccc(F)cc21)NCCCN1CCN(c2ccccc2F)CC1	-5	12	-0.6	-3	18	-132	0	-1	17
Cn1nc(-c2ccccc2)c(C(O)c2ccccc2C(F)(F)F)c1Cl (stereo unspecified)	-1	4	-1.3	-1	8	6	-2	0	13
COc1ccc(C(=O)/C=C/Nc2ccccn2)c(OC)c1	-2	25	2.7	0	-79	7	-6	-2	7
CC1(c2nnc(-c3ccc(F)cc3)o2)CC(c2ccc(F)cc2)=NO1 (stereo unspecified)	-8	-3	-0.4	-3	15	21	-4	6	11
O=C(O)c1cnn2c(-c3ccccc3)ccnc12	4	21	1.7	-2	-7	-6	-2	-23	-2
CC(C)(C)C1CCc2onc(C(=O)Nc3ccc4c(c3)OCO4)c2C1 (stereo unspecified)	16	-7	3.1	15	35	-3	1	1	20
Cc1cc2c3c(c1)C(C)CC(C)(C)N3C(=O)C2=O (stereo unspecified)	-4	23	-0.3	9	13	53*	-1	0	5
COc1cccc(C(C(=O)NCC2CCCO2)N(C(=O)Cn2nnc3ccccc32)c2ccccc2C(C)=O)c1OC (stereo unspecified)	6	10	-0.3	-3	-5	15	-3	-6	10
O=C(c1ccc(F)cc1)N1CCN(c2ccc([N+](=O)[O-])c(N3CCOCC3)c2)CC1	-1	13	0.7	1	7	14	-2	0	11
CSC1=C(C#N)C(C)CC(=O)N1 (stereo unspecified)	-5	-9	-1.2	-3	8	17	-4	2	1
COc1ccc(S(=O)(=O)N2CCN(Cc3ccc4c(c3)OCO4)CC2)c2ccccc12	-6	-1	-3.2	1	5	38	-2	2	4
O=C(CCC(=O)c1cccs1)c1cccs1	-4	0	-0.4	0	-75	21	-3	3	24
Cc1cc(C(=O)OCC(=O)Nc2sc3c(c2C#N)CCC(C)C3)c2ccccc2n1 (stereo unspecified)	6	-8	2.2	1	7	5	-1	-14	4
Clc1ccc2[nH]c3c(NCC4CCCO4)ncnc3c2c1 (stereo unspecified)	x	3	1.9	6	-1	-10	6	x	x
Cc1ccc(/C(N)=N/OC(=O)c2cccc(Cn3cc(C(F)(F)F)ccc3=O)c2)cc1	2	-19	2.0	1	89*	59*	10	-16	-11
COc1ccccc1NC(=O)CSc1nc2c(sc3ccccc32)c(=O)n1CCN(C)C	15	6	-1.3	-3	3	31	-3	14	8
COc1cc(NC(=S)N2CCN(C(=O)c3ccco3)CC2)c(OC)cc1Cl	-1	-21	0.8	-4	-5	20	3	8	-20
COc1ccccc1-c1cc(C(F)(F)F)nc(NCc2ccco2)n1	13	9	-0.5	-2	-2	31	-1	1	7
CCOP(=O)(c1ccc(N(C)C)cc1)C(O)c1ccc(OC)cc1 (stereo unspecified)	-1	16	0.1	-6	8	10	-2	-2	6
COc1ccc(N(CC(=O)Nc2cc(C)cc(C)c2)S(=O)(=O)c2ccccc2[N+](=O)[O-])c(OC)c1	-5	7	-0.2	1	-2	15	-3	-3	5
CN(CC(=O)Nc1ccc(Cl)cc1)Cc1cc(=O)n2ccsc2n1	5	5	-2.9	0	13	-6	-5	2	7
C=CCN1/C(=C2/SC(=S)N(C)C2=O)Sc2ccccc21	x	-8	3.3	0	6	-6	2	x	x
COc1ccc(N2CCN(C(=O)c3ccc(NS(=O)(=O)c4ccccc4)cc3)CC2)cc1	-4	13	1.7	-1	10	6	3	2	-1

A different layout for some results above:
The line under a structure holds: EBI2 block, APJ antagonist, UPR CHOP act, XBP1 UPR activ, Mdm2 MdmX PPI, tim23-1 inh, APJ agonist, CXCR6 block, CCR6 antagonist
Cc1cc(C(=O)OCC(=O)Nc2sc3c(c2C#N)CCC(C)C3)c2ccccc2n1 (stereo unspecified)
→ 6, -8, 2.2, 1, 7, 5, -1, -14, 4
Clc1ccc2[nH]c3c(NCC4CCCO4)ncnc3c2c1 (stereo unspecified)
→ x, 3, 1.9, 6, -1, -10, 6, x, x
Cc1ccc(/C(N)=N/OC(=O)c2cccc(Cn3cc(C(F)(F)F)ccc3=O)c2)cc1
→ 2, -19, 2.0, 1, 89*, 59*, 10, -16, -11
COc1ccccc1NC(=O)CSc1nc2c(sc3ccccc32)c(=O)n1CCN(C)C
→ 15, 6, -1.3, -3, 3, 31, -3, 14, 8

The list goes on.
SMILES	EBI2 block	APJ antagonist	UPR CHOP act	XBP1 UPR activ	Mdm2 MdmX PPI	tim23-1 inh	APJ agonist	CXCR6 block	CCR6 antagonist
COc1ccc(NC(=O)C#Cc2ccccc2)cc1	26	-5	8.3	3	14	51*	-3	-9	-1
CCOC(=O)CN1C(=O)C(CC)Oc2ccccc21 (stereo unspecified)	5	6	-1.1	0	5	4	-3	7	4
COc1ccc(NC(=O)CN2CCOCC2)cc1S(=O)(=O)N1CCCCC1	-1	5	-1.7	0	10	-8	3	4	2
COc1ccc(F)cc1C(=O)C1CCCN(Cc2ccc(Oc3ncccn3)cc2)C1 (stereo unspecified)	-12	-3	-0.6	0	-1	11	-2	-1	-8
CC(C)(CNC(=O)C1c2ccccc2-c2ccccc21)N1CCOCC1	1	12	1.1	-1	-17	11	3	2	9
O=C(O)c1ccc(S(=O)(=O)Cc2ccccc2)cc1	7	-7	-0.5	0	28	0	-1	-13	6
COc1ccc(C(CC(=O)O)NS(=O)(=O)c2ccc(C)cc2)cc1OC (stereo unspecified)	-7	4	-1.6	-4	-3	-7	0	-1	-12
Cc1nn(CC(=O)Nc2nnc(CC(=O)N3CCCC3)s2)c(=O)c2ccccc12	-22	-10	-0.4	-4	2	4	0	4	17
O=S(=O)(c1ccc2c(c1)N(Cc1ccc(Cl)cc1)C1CCCN21)N1CCOCC1 (stereo unspecified)	-2	-3	-0.6	-4	-13	4	-1	-5	-8
CCOC(=O)N1CCN(CCC(=O)Nc2cccc(Cl)c2C)CC1	-3	1	1.4	0	18	-3	0	-9	3
COC(=O)[C@@]12CCCCN1[C@H](c1ccc(-c3ccc(F)cc3)c(OC)c1)[C@H]1C(=O)N(C)C(=O)[C@H]12	15	-9	-0.8	1	47	28	-1	-2	7
O=c1c2ccccc2nnn1CSc1nnc2ccccn12	-2	-9	2.2	5	-79	21	-8	-2	-9
Cc1ccc(C(=O)NC(C)CCc2ccccc2)cc1[N+](=O)[O-] (stereo unspecified)	2	5	0.6	-4	15	5	-6	0	17
CC1CCCN(C2=C(Cl)C(=O)N(c3cccc(Cl)c3)C2=O)C1 (stereo unspecified)	3	21	0.7	-2	15	42	-6	3	4
COc1ccc(CC(=O)Nc2cccc(/C(C)=N/NC(=O)C3(C)CC3(Br)Br)c2)cc1 (stereo unspecified)	8	11	2.3	-2	35	18	12	-11	10
O=C(C[C@H]1C/C=C\CC[C@H](Cc2ccc(F)cc2)C(=O)OC[C@@H](Cc2c[nH]c3ccccc23)NC1=O)NCCO	-18	1	-1.2	-3	31	6	-4	-5	-1
O=C(COc1ccc(S(=O)(=O)NCCc2ccccc2)cc1)N1CCCC1	5	-10	0.1	2	-18	4	-1	-13	-13
COc1ccc(S(=O)(=O)N2CCN(CC(=O)NCC3(N4CCOCC4)CCCCC3)CC2)cc1	2	-26	1.8	1	0	22	-2	-6	7
COC(=O)c1cc2nc(-c3ccccc3)cc(C)n2n1	4	7	1.3	-3	0	14	0	3	18
CC(C)Cc1ccc(S(=O)(=O)NCC2CCCO2)cc1 (stereo unspecified)	-3	-3	1.3	-5	-7	15	-3	-1	-1
C/C(N)=C(/C#N)C(=O)CN1CCCCC1	-5	24	-4.7	-3	10	5	-3	1	-2
Cc1occc1-c1nnc(SCC(=O)NC2CC2)n1C(C)C	-8	-48	-0.5	-3	15	4	-6	7	2
COc1cc(CCC(=O)OCC(=O)Nc2ccccc2C(C)C)cc(OC)c1OC	-12	-5	-0.7	-2	16	12	-1	1	9
Cc1c(C(=O)NCc2ccc3c(c2)OCO3)sc2nc(-c3ccccc3)cn12	26	-3	5.5	1	-6	2	10	7	-1
CCOc1ccc(NS(=O)(=O)c2cccc(C(=O)N(C)Cc3ccco3)c2)cc1	4	-5	-1.2	-2	15	-3	-1	-6	0
Nc1ccc(Nc2ccccc2)cc1	10	-41	-2.1	-4	4	9	4	-10	0
CCc1ccccc1N1CC(C(=O)Nc2cc(S(=O)(=O)N3CCCC3)ccc2Cl)CC1=O (stereo unspecified)	-14	-4	-1.0	2	5	17	-2	-9	2
O=[N+]([O-])c1ccc(-n2nnnc2CN2CCOCC2)cc1	-16	-5	-1.5	1	5	4	-2	-12	7
CC(OC(=O)c1cc2sccc2n1C)C(=O)NC(C)(C)C (stereo unspecified)	-2	7	-1.1	-6	1	9	-3	8	9
O=C(Nc1ccccc1)C(Cc1ccccc1)NC(=O)C12CC3CC(CC(C3)C1)C2 (stereo unspecified)	-17	12	-0.8	4	8	-7	-1	-3	-1
COC(=O)/C=C1\SC(=Nc2ccc(OC)cc2)NC1=O	30	2	-0.3	1	12	17	-2	10	17
CCC(CO)Oc1cc(NCc2ccccc2)c2ncn(C(C)C)c2c1 (stereo unspecified)	-1	2	-1.5	-2	9	3	-2	-9	20
COc1ccc(S(=O)(=O)NCCc2nnc3ccc(SCc4cccnc4)nn23)cc1	-9	14	-1.2	-5	-3	4	-3	8	-6
COc1ccnc(-n2cccc2C#N)c1C#N	8	10	-0.8	0	1	6	-3	-4	6
CC(C)(C)N(CC#CCC1(O)c2ccccc2-c2ccccc21)CCO	0	-35	0.0	-1	1	-1	-4	3	-1
O=C1Nc2cc3c(cc2C1=O)sc1ccccc13	-2	7	-0.2	1	0	0	-12	5	20
COc1ccc(C)cc1N(CC(N)=O)S(=O)(=O)c1ccc(C)cc1	-7	5	-0.1	1	-20	-7	-1	11	7

Assay outcomes deposited in PubChem by Sanford-Burnham Center for Chemical Genomics.
